L3MBTL1 block: inhibitors of human L3MBTL1; Q9Y468; AlphaScreen L3MBTL1–H3K9me1 peptide binding; Potency, µM (series often up to 57.1 µM), without a hit: at the top dose activity, negative = inhibition, usual class: inhibitors; 230,000 compounds, 0.66% hits; AID 485360; active = well fitted inhibition curve with a large enough effect; inconclusive = small, poorly fitted or top-dose-only effect; inactive = no such curve, though single readings can be large or run the other way; note: nearly all actives have a fitted effect of over 60% in size
Target sequence (Q9Y468 whole entry, looked up): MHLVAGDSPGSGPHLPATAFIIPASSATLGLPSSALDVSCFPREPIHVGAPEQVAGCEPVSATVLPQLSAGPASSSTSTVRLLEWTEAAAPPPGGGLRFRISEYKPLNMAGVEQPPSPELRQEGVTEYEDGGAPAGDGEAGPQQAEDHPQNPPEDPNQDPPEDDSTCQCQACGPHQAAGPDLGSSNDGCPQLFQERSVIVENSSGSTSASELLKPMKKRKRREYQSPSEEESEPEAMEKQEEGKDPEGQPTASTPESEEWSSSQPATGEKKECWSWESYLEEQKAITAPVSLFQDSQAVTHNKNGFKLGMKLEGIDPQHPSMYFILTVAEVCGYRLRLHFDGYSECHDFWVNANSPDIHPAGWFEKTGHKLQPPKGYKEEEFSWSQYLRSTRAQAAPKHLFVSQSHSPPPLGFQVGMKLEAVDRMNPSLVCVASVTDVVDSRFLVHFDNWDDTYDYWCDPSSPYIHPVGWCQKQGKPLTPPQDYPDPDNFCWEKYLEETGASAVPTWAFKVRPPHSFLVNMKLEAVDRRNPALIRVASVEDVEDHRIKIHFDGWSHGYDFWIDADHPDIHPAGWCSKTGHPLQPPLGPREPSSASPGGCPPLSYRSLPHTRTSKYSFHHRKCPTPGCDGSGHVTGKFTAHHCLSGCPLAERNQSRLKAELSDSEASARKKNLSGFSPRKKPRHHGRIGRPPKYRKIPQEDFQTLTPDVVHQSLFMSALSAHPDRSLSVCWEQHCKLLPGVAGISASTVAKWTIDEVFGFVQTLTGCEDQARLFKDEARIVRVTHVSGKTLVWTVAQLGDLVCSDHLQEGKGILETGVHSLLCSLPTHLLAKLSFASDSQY
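L3MBTL1 50 nM + b-AHA-H3(1-15)K9me1 75 nM, 30 min RT; compound added, 30 min RT; streptavidin donor/Ni-chelate acceptor beads 10 ug/mL each final, 30 min RT dark; AlphaScreen read.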
Active calls of the source: *; ? = inconclusive; & = joins results of further samples; [ ] = another dose, or the depositor's remark. % is set by controls: 0 for no effect and ±100 for the full control effect; potency is the fitted concentration of half-maximal effect. Not all compounds are listed (hit frequency here may not be typical).

L3MBTL1 block,Structure
-2.0%,CCOC(=O)C1=CC[C@@H](c2ccco2)N(S(=O)(=O)c2ccc(C)cc2)[C@H]1C(=O)OCC
8.7%,CCSc1nnc(NC(=O)CN2C(=O)NC3(CCCC3)C2=O)s1
0.0%,COc1ccc(Cl)cc1NC(=O)CN1C(=O)NC(C)(Cc2ccc(OC)c(OC)c2)C1=O (centres undefined)
?,COc1ccc(-c2csc(NC(=O)c3c(C)noc3C)n2)cc1F
-2.2%,C=C(C)C(O)COc1c2occc2c(OC)c2ccc(=O)oc12 (centres undefined)
-0.6%,CCOC(=O)C1CCCN(C(=O)c2ccc(-c3ccc([N+](=O)[O-])cc3)o2)C1 (centres undefined)
0.8%,COc1ccc(C2CC(=O)C(C=NCCO)=C(O)C2)cc1 (centres undefined)
-4.8%,CCN1C(=NCc2ccc(OC)cc2)N[C@@H](CCc2ccccc2)[C@H](C(=O)NCc2ccc(OC)cc2)[C@H]1C
2.8%,COc1cccc(NC(=O)COC(=O)C2CCCCC2)c1
-0.5%[2.29 µM],Cc1cccc(C(=O)Nc2ccc(NC(=O)c3ccccc3)cc2)c1
3.0%&-1.4%,Cc1noc(C)c1-c1csc(N2CCC(C(N)=O)CC2)n1
5.1%,COc1ccc(CN(C)C(=O)C2CSC3(C)CCC(=O)N23)cc1 (centres undefined)
36.2%[activator],COC(=O)CN1C(=O)[C@H]2[C@@H](c3ccc(C)o3)N3C(=O)CN(Cc4ccccn4)C(=O)[C@@]3(C)[C@H]2C1=O
2.0%,CCCCn1c(N)c(N(CC(C)C)C(=O)C2=NN(c3ccccc3)C(=O)CC2)c(=O)[nH]c1=O
-6.4%,CCOC(=O)[C@H]1[C@H]2COc3ccc(C)cc3[C@@H]2N2C(=O)c3ccc(Cl)cc3NC(=O)[C@@]12C
-1.2%,Cc1cc(C)cc(C(=O)NCC(=O)N(C)CCOc2ccccc2)c1
6.5%,Cc1ccc(NC(=O)[C@@H]2CCCN2S(=O)(=O)c2ccc(Cl)cc2)cc1
-0.6%,CN(Cc1ccc(C(C)(C)C)cc1)C(=O)C1CCN(C(=O)Nc2ccccc2)CC1
-9.2%,Cc1cc(C)c(-c2csc(NC(=O)C3=COCCO3)n2)cc1C
7.4%,CCC(C)[C@H]1CNCCN1CC1(c2ccccc2)CC1 (some centres undefined)
-10.3%,C#CCOCCOCCOCCNc1nc(N2CCN(C(=O)[C@H](CCC(=O)O)n3cc(CN)nn3)CC2)nc(N2CCN(C(=O)[C@H](CCCCN)n3cc([C@@H](N)CC(N)=O)nn3)CC2)n1
-4.1%,O=C(Nc1ccccc1)c1ccccc1NC(=O)[C@H]1CCCC[C@H]1C(=O)O
2.7%,CCOc1ccc(/C=C/c2nc(C#N)c(NCCCOC)o2)cc1
-3.0%,CSCCC(NC(=O)c1ccco1)C(=O)N1CCCC(C(F)(F)F)C1 (centres undefined)
-6.2%,CCOC(=O)c1ccc[n+](CC(=O)c2ccc(NC(=O)c3ccccc3)cc2)c1
0.2%,CCCCCN(C(=O)CCC(=O)OCCOc1ccc(OC)cc1)c1c(N)n(CCCC)c(=O)[nH]c1=O
-11.3%,O=C(Nc1cccc(S(=O)(=O)N2CCCCCC2)c1)C1CCN(C(=O)c2ccc(Cl)cc2)CC1
-0.9%,O=C(COC(=O)CN1C(=O)c2ccccc2C1=O)Nc1ccccc1
0.9%,O=C(CCc1ccccc1)Nc1cc(S(=O)(=O)N2CCOCC2)ccc1N1CCCC1
?,Cc1c(NS(=O)(=O)c2cc(C(=O)NCc3ccco3)cc(Cl)c2Cl)c(=O)n(-c2ccccc2)n1C
-1.3%,Cc1cccc(NC(=O)C(C)Oc2ccc(C)nc2[N+](=O)[O-])c1 (centres undefined)
0.3%,COc1cc(C(=O)NNC(=O)Cc2cccs2)cc(OC)c1OC
-0.3%,Cn1cnc2c1c(=O)[nH]c(=O)n2Cc1ccccc1
2.5%[2.29 µM],CC(C)/C=C/CN1CCN(CCCc2ccccc2)C(CCO)C1 (centres undefined)
5.2%[2.29 µM],O=C(CCC1CCN(Cc2ccccc2O)CC1)NC1CC1
11.0%,Cc1ccccc1NC(=O)COC(=O)CC1CCCC1
-3.7%,COc1ccccc1CNC(=O)COC(=O)c1cc(=O)[nH]c2ccccc12
3.7%,Cc1ccc(S(=O)(=O)N2CCOCC2)cc1C(=O)OC(C)C(=O)NC1CCCC1 (centres undefined)
-6.2%,COc1ccccc1OCCn1c(=S)[nH]c2ccccc21
-1.3%,CCOc1ccccc1OCC(=O)OCC(=O)c1c(C)[nH]c2ccccc12
-1.7%,Cc1ccc(S(=O)(=O)NCC(=O)Nc2cccnc2)cc1C
-3.1%,O=C(c1ccccc1)N(C(=O)c1ccccc1)c1ncnc2c1C(c1ccccc1)c1c(ccc3ccccc13)O2 (centres undefined)
-3.6%,COc1ccc(S(=O)(=O)N2CCCC2CNC(=O)C(=O)NCc2ccc(C)cc2)cc1 (centres undefined)
-0.5%,CCCCC(=O)Nc1nnc(SCC(=O)NCC2CCCO2)s1 (centres undefined)
-0.9%,Cc1ccc(C)c(S(=O)(=O)N2CCCCC2CCNC(=O)C(=O)NCc2ccccc2)c1 (centres undefined)
-6.0%,Cc1ccc(OC(=O)c2ccc3c(=O)n4c(nc3c2)CCC4)cc1
46.4%[activator],Cc1cc(C)c(OCC(=O)OCC(=O)NCCC2=CCCCC2)c(C)c1
-0.6%,COc1ccc(CCC(=O)Nc2cccc(S(=O)(=O)N3CCOCC3)c2)cc1OC
1.7%,COc1ccccc1CNC(=O)c1ccc(NC(=O)CC2SC(N3CCCC3)=NC2=O)cc1 (centres undefined)
4.4%,CCOc1ccc(N(C(C)C(=O)N2CCCCCC2)S(C)(=O)=O)cc1 (centres undefined)
-1.1%,CCc1ccccc1OCC(=O)Nc1cccc(S(=O)(=O)NC2=NCCCCC2)c1
-1.2%,COc1cc(F)ccc1S(=O)(=O)n1c(C)nc2ccccc21
-0.1%,CC(C)c1cccc(C(C)C)c1OC(=O)[C@H]1OC(c2ccc(Br)cc2)=C[C@@H]1c1ccc(Br)cc1
-2.3%,Cc1cccc(S(=O)(=O)Nc2ccc(S(=O)(=O)Nc3nccs3)cc2)c1
4.5%,CCOc1ccc(C(C(=O)NCCC(C)C)N(CCO)C(=O)c2snc(C(N)=O)c2N)cc1 (centres undefined)
7.2%,CCCCOc1ccc(C(=O)NN2C(=O)NC3(CCCCC3)C2=O)cc1OC

(next part)
L3MBTL1 block,Structure
7.1%,CC(=O)C[C@H](O)CC(=O)[C@H]1OC(=O)[C@H](C)C/C=C\Cc2ccccc21
-1.4%,CC(=O)Nc1ccc2c(c1)N(S(=O)(=O)c1cccs1)CCC2
2.0%,CC(=O)Nc1ccccc1C(=O)N1CCN(Cc2ccc3c(c2)OCO3)CC1
-5.0%,Cc1ccc(S(=O)(=O)NCCC(=O)NC2CCCCC2)cc1
-2.2%,CCOC(=O)C1=CN(Cc2cccc(F)c2)S(=O)(=O)N(CC)C1c1ccccc1 (centres undefined)
-3.3%,CC1Cc2ccccc2N1C(=O)CSc1ncccn1 (centres undefined)
-3.3%,COc1cc(CC(=O)OCC(=O)Nc2ccccc2C#N)cc(OC)c1OC
4.9%,CC(C)NC(=O)Nc1ccc2c(c1)C(=O)N([C@H](C)CO)C[C@H](C)[C@@H](CN(C)S(=O)(=O)c1cn(C)cn1)O2

Exported as comma-separated lines: entries from further up.
Compound,L3MBTL1 block
CCOC(=O)C1=CN(Cc2cccc(F)c2)S(=O)(=O)N(CC)C1c1ccccc1 (centres undefined),-2.2%
CC1Cc2ccccc2N1C(=O)CSc1ncccn1 (centres undefined),-3.3%
COc1cc(CC(=O)OCC(=O)Nc2ccccc2C#N)cc(OC)c1OC,-3.3%

Next section
L3MBTL1 block,Structure
0.8%,CC(C)c1ccc(CCNC(=O)CCNS(=O)(=O)c2ccc(Br)cc2)cc1
-2.5%,Cc1ccc(S(=O)(=O)N2CCCC2)cc1C(=O)NCCOc1ccccc1
4.6%,O=C(COC(=O)c1cc(=O)[nH]c2ccccc12)Nc1ccc(F)cc1F
-17.9%,CCc1nc2ccc(C(=O)N(CC)CC(=O)Nc3c(F)cccc3F)cc2nc1CC
0.1%,CCOc1ccc(C(=O)NCC(=O)Nc2ccncc2)cc1OCC
1.3%,CN(C(=O)CN1C(=O)NC(C)(c2cccc(Br)c2)C1=O)C1CCCCC1 (centres undefined)
-4.2%,C[C@H]1CN([C@@H](C)CO)C(=O)Cc2cc(NC(=O)Cc3cn(C)c4ccccc34)ccc2O[C@@H]1CN(C)S(=O)(=O)c1cn(C)cn1
-20.3%,COc1ccc(OC)c(CNc2ncc(-c3cccc([N+](=O)[O-])c3)n2C)c1
3.3%,CN1CCN(c2ccc(Cl)cc2NC(=O)CC2OC(=O)c3ccccc32)CC1 (centres undefined)
2.6%,CN(Cc1cccs1)C(=O)c1cccc(S(=O)(=O)N2CCCCCC2)c1
-8.3%,O=C(NCCO)C(=O)NCC1CCCN1S(=O)(=O)c1cccs1 (centres undefined)
0.3%,O=[N+]([O-])c1ccc(S(=O)(=O)Nc2cccc(-c3ccc(N4CCOCC4)nn3)c2)cc1
35.9%[activator],CCCC(=O)Nc1nc2c(s1)COc1ccccc1-2
0.4%,CS(=O)(=O)Nc1ccc(C(=O)N2CC(=O)Nc3ccccc32)cc1
-1.8%,COc1cc(NC(=O)CCN2CCN(C/C=C/c3ccccc3)CC2)cc(OC)c1
-7.0%,COc1ccc(NC(=O)CN(C)CC(=O)NC2CCC(C)CC2)cc1 (centres undefined)
-12.3%,COc1ccc(CC(=O)Oc2ccc(C)cc2Br)cc1S(=O)(=O)N1CCOCC1
12.6%,O=C(COC(=O)c1c[nH]c2ccccc12)NC1CCCCC1
-1.1%,OCC[C@@H]1C[C@@H](O)[C@H](O)[C@@]2(CCc3ccccc3O2)O1
-5.8%,Cc1ccc(S(=O)(=O)NCCC(=O)N2CCCCCC2)cc1
-4.7%,CC(=O)Cn1cnc2c(cnn2-c2ccccc2)c1=O
?,C=CC(=O)Nc1ccc(N(C)c2ccnc(Nc3ccc(N4CCN(C)CC4)cc3)n2)cc1
-7.5%,O=S(=O)(c1ccc2c(c1)OCCO2)N1CCN(S(=O)(=O)c2ccccn2)CC1
1.6%,COc1ccccc1NC(=O)C(C)OC(=O)Cn1cnc2c1c(=O)n(C)c(=O)n2C (centres undefined)

Retrieved by structure from the entries so far:
L3MBTL1 block,Structure
?,C=CC(=O)Nc1ccc(N(C)c2ccnc(Nc3ccc(N4CCN(C)CC4)cc3)n2)cc1
-4.7%,CC(=O)Cn1cnc2c(cnn2-c2ccccc2)c1=O
-7.5%,O=S(=O)(c1ccc2c(c1)OCCO2)N1CCN(S(=O)(=O)c2ccccn2)CC1
1.6%,COc1ccccc1NC(=O)C(C)OC(=O)Cn1cnc2c1c(=O)n(C)c(=O)n2C (centres undefined)
12.6%,O=C(COC(=O)c1c[nH]c2ccccc12)NC1CCCCC1
-1.1%,OCC[C@@H]1C[C@@H](O)[C@H](O)[C@@]2(CCc3ccccc3O2)O1
-5.8%,Cc1ccc(S(=O)(=O)NCCC(=O)N2CCCCCC2)cc1

Going on with the list.
L3MBTL1 block,Structure
-5.2%,CCOc1ccc(/C=C/C(=O)OCC(=O)NCCc2ccc(OCC)c(OCC)c2)cc1OC
-2.0%,C=CCn1c(SCC(=O)N(CCO)CCO)nc2sc3c(c2c1=O)CCC3
-3.9%,CC(C)CN(C(=O)CSc1ccc2c(c1)OCCO2)c1c(N)n(CC(C)C)c(=O)[nH]c1=O
-4.7%,C[C@H](CO)N1C[C@H](C)[C@@H](CN(C)C(=O)Nc2ccc3c(c2)OCO3)Oc2c(NC(=O)Nc3ccc(C(F)(F)F)cc3)cccc2C1=O
1.8%,COc1ccc(-c2nnc(C3CCN(S(=O)(=O)c4ccccc4)CC3)o2)cc1
-4.5%,O=C(COC(=O)c1ccc(F)c(S(=O)(=O)N2CCOCC2)c1)Nc1ccc2[nH]c(=O)[nH]c2c1
-23.7%,COc1ccc(-c2cn3c(C)c(C(=O)N4CCN(c5ccccc5F)CC4)sc3n2)cc1
5.6%,COc1ccc(CC(=O)N(C)CC(=O)Nc2ccccc2Cl)cc1S(=O)(=O)N1CCOCC1
4.8%,O=C(COC(=O)c1cc(S(=O)(=O)N2CCOCC2)ccc1F)NCc1ccc2c(c1)OCO2
12.4%,CC[C@@H](CC1CCCCC1)C(=O)N(Cc1ccccc1)c1ccccc1
-10.2%,OCCC1CN(CCCc2ccccc2)CCN1Cc1ccc(F)cc1 (centres undefined)
-6.7%,CCOc1ccccc1N1CCN(C(=O)c2cccs2)CC1
6.5%,O=C(COC(=O)COc1ccccc1)Nc1ccc(Cl)cn1
-4.2%,COc1ccc(C(=O)Nc2ccc(S(=O)(=O)Nc3cnc4ccccc4n3)cc2)cc1
-13.9%,C[C@@H](NC(=O)c1nc[nH]c1C(=O)NC1CCN(C(=O)OC(C)(C)C)CC1)c1ccccc1
5.5%,O=C(COc1ccccc1)OCC(=O)N1CCCc2ccccc21
-3.8%,CCN(C(=O)CN1C(=O)NC2(CCc3ccccc32)C1=O)C1CCS(=O)(=O)C1 (centres undefined)
1.7%,COc1ccc(CCNC(=O)COC(=O)C2CC2C)cc1OC (centres undefined)
-1.7%,O=C(OCC(=O)N1CCCC1=O)c1cc(S(=O)(=O)N2CCOCC2)ccc1F
-10.2%,CCOC(=O)C1=C(COC(=O)[C@H](C)NS(=O)(=O)c2ccc(NC(C)=O)cc2)NC(=O)NC1C (some centres undefined)
38.1%[activator],COCCN(C(=O)c1cc(Cl)nc2ccccc12)c1c(N)n(Cc2ccccc2)c(=O)[nH]c1=O
1.3%,COc1cccc(CNC(=O)COC(=O)CN2C(=O)NC3(CCCCC3C)C2=O)c1 (centres undefined)
-1.8%,COc1ccc(NC(=O)CN2C(=O)C(=O)N(C3CCCC3)C2=O)c(OC)c1
11.2%,Cn1nc(C(=O)NNC(=O)c2ccc(Cl)c(S(N)(=O)=O)c2)c2ccccc2c1=O

Screening results (PubChem BioAssay)
